Source: PubChem
NCI-60 one-dose screen, 48 h, at 10 µM unless noted. Numbers give growth in % (100 = growth as untreated, 0 = no growth, -100 = all killed).
OVCAR-3 – OVCAR-3 ovarian cancer; hit rate 7% among 79,000; AID 1794787
NCI-H226 – NCI-H226 lung cancer; hit rate 3.5% among 79,000; AID 1794732
OVCAR-8 – OVCAR-8 ovarian cancer | hit rate 4.4% among 81,000 | AID 1794782
NCI-H322M – NCI-H322M lung cancer; hit rate 2.7% among 80,000
NCI-H522 – NCI-H522 lung cancer; hit rate 8% among 78,000
NCI-H23 – NCI-H23 lung cancer. hit rate 4% among 80,000. AID 1794731
NCI-H460 – NCI-H460 lung cancer | hit rate 6.8% among 82,000 | AID 1794736
NCI/ADR-RES – NCI/ADR-RES ovarian cells | AID 1794790 | hit rate 4.4% among 81,000
OVCAR-5 – OVCAR-5 ovarian cancer; hit rate 2.9% among 82,000; AID 1794783
The depositor's hits bear a star; x = no result given; & = joins results of further samples. How the source made its calls: active means growth percent below 10; inactive means the rest.

cpd	mol	NCI-H226	NCI-H522	OVCAR-8	NCI-H322M	NCI/ADR-RES	OVCAR-3	NCI-H460	NCI-H23	OVCAR-5
1	COC(=O)CC[C@@H]1O[C@@H](c2cccc(C(F)(F)F)c2)[C@@H](O)[C@H]1O	103	99	110	103	108	99	102	94	97
2	Cc1cc(C(=O)C(C)C(=O)C(F)(F)F)c(C)s1 (centres undefined)	102	114	x	119	107	105	112	105	110
3	C[n+]1c(/C=C/c2ccc([N+](=O)[O-])cc2)ccc2ccccc21	88	102	91	111	102	100	106	90	112
4	O=c1[nH][nH]c(=O)c2ncccc12	92	100	103	108	110	107	108	100	100
5	C=CCc1c(O)c(OC)c2c(c1OC)OCO2	94	91	103	101	101	101	111	105	103
6	COc1cc(C(=O)N(c2ccc(F)cc2)C(C(=O)NCc2ccccc2)c2ccc(OC)c(OC)c2OC)cc(OC)c1OC (centres undefined)	97	81	96	91	105	106	107	107	97
7	COC(=O)c1cc(-c2ccc(OC)cc2)[nH]c1N/N=C/c1c(Cl)cccc1Cl	38	11	15	36	20	-72*	-9.4*	46	44
8	Cc1[nH]c(C2CC(c3ccccc3)=NN2c2ccccc2)c(C)c1C(=O)O (centres undefined)	100	98	99	99	103	115	104	96	104
9	Cc1ccc(-c2nn(-c3ccccc3)cc2C2SCC(=O)N2c2ccccc2)cc1 (centres undefined)	96	94	101	110	100	128	105	97	117
10	COC(=O)c1cnc2c(c1)Oc1ccccc1-c1ccnn1-2	84	80	92	105	105	114	104	96	108
11	COC(C)CCOC(=O)c1ccc(C(C)C)cc1 (centres undefined)	100	105	100	99	107	116	105	95	99
12	Cc1cccc2c1C(=O)NC2=O	x	94	99	99	102	105	x	95	110
13	Cc1nc(C)c(C)nc1C	104	85	92	103	109	109	109	102	115
14	CN(C)S(=O)(=O)c1cccc(-c2nc3sc4c(c3c(=O)[nH]2)CCCC4)c1	54	55	13	27	30	19	7.3*	44	23
15	C=CCNC(=O)/C(=C/c1cccc([N+](=O)[O-])c1)NC(=O)c1ccccc1	91	97	99	107	106	108	111	99	101
16	Cc1ccc(NC(=O)N2c3ccccc3SC2c2ccco2)c(C)c1 (centres undefined)	x	68	92	75	87	94	102	91	101
17	COc1ccc(OC)c(/C=C/c2nnc(Nc3ccccc3)o2)c1	90	82	105	100	94	103	97	97	93
18	COc1ccc(/C=N/C2=C(C#N)C(c3ccccc3[N+](=O)[O-])c3ccc4ccccc4c3O2)cc1 (centres undefined)	70	88	95	91	96	77	91	79	105
19	OC1(c2ccccc2)CCCC1	104	112	100	111	104	116	113	105	108
20	O=C(Cn1[nH]c(=O)c2ccccc2c1=O)OCc1csc(-c2ccccc2)n1	91	97	99	121	105	116	107	104	99
21	CC1=C[S+](c2ccccc2)c2cccc3cc4ccccc4c1c23 (centres undefined)	-22*	-96*	-9.3*	21	27	-83*	-33*	5.3*	-33*
22	Cc1ccc(NC(=O)CSc2nnc(-c3ccc(NC(=O)c4cccnc4)cc3)o2)cc1	104	52	67	107	103	123	110	102	102
23	Nc1cc(Cl)ccc1S(N)(=O)=O	95	92	100	98	95	115	103	90	91
24	C=C1C(=O)O[C@H]2[C@H]1CC/C(COC(=O)NCc1ccc(OC)c(OC)c1)=C\CC[C@@]1(C)O[C@@H]21	86	-65*	48	98	94	20	88	46	85
25	COc1ccc(C2C=C(C(=O)O)Nc3nc(SC)[nH]c(=O)c32)cc1 (centres undefined)	108	106	101	120	104	124	106	99	113
26	O=c1c(/C=N/Nc2nc(-c3ccccc3)cs2)coc2ccc(F)cc12	97	105	116	106	110	109	115	98	112
27	COc1cc(/C=C2/C=C(c3ccc(Cl)cc3)N(CCc3ccc(S(N)(=O)=O)cc3)C2=O)cc(OC)c1OC	90	88	89	83	96	95	95	95	126
28	CCCC(=O)C(C)(C)C(C)=O	104	85	104	98	102	89	104	101	87
29	CCC(=O)c1ccc(OC)c2ccccc12	101	106	107	147	105	110	x	102	104
30	O=C(O)C/C1=C/CCCCCC1	96	98	104	97	103	121	103	109	100

Continued, starting with the last six of the part before.
cpd	mol	NCI-H226	NCI-H522	OVCAR-8	NCI-H322M	NCI/ADR-RES	OVCAR-3	NCI-H460	NCI-H23	OVCAR-5
25	COc1ccc(C2C=C(C(=O)O)Nc3nc(SC)[nH]c(=O)c32)cc1 (centres undefined)	108	106	101	120	104	124	106	99	113
26	O=c1c(/C=N/Nc2nc(-c3ccccc3)cs2)coc2ccc(F)cc12	97	105	116	106	110	109	115	98	112
27	COc1cc(/C=C2/C=C(c3ccc(Cl)cc3)N(CCc3ccc(S(N)(=O)=O)cc3)C2=O)cc(OC)c1OC	90	88	89	83	96	95	95	95	126
28	CCCC(=O)C(C)(C)C(C)=O	104	85	104	98	102	89	104	101	87
29	CCC(=O)c1ccc(OC)c2ccccc12	101	106	107	147	105	110	x	102	104
30	O=C(O)C/C1=C/CCCCCC1	96	98	104	97	103	121	103	109	100
31	N#Cc1ncc(Br)c(NC2CCCCCC2)n1	97	110	90	105	106	119	116	103	100
32	COc1cc(-c2nnc(SC/C(=N\O)c3ccc(Cl)cc3)o2)cc(OC)c1OC	94	83	105	110	104	111	113	91	102
33	COc1ccc(NC(=O)Cn2cnc3c(cc(-c4ccccc4)n3-c3ccncc3)c2=O)cc1	99	96	107	102	99	109	103	93	106
34	Clc1sc(Cl)c(Cl)c1Cl	114	104	106	105	108	x	115	106	104
35	CCOc1ccc(-n2nc(C(=O)Nc3cc(OC)c(OC)c(OC)c3)nc2-c2cc(OC)c(OC)c(OC)c2)cc1	78	66	74	89	86	87	92	85	102
36	Cn1c2c(cc(S(=O)(=O)c3ccccc3)c1=O)CCc1c-2cnn1Cc1ccccc1	95	77	95	x	107	113	100	x	91
37	COc1ccc(-c2cc(-c3ccc(N4CCOCC4)cc3)n3c(n2)nc2ccccc23)cc1	99	103	99	98	95	x	110	100	99
38	NCCn1cc(-c2nc(-c3c[nH]c4ncccc34)cs2)c2ccccc21	71	90	87	75	98	91	90	83	102
39	COc1ccc(C2CC(c3ccc(Nc4nc(NCCO)nc(N5CCOCC5)n4)cc3)=Nc3c(N)nc(N)nc3N2)cc1 (centres undefined)	95	96	100	95	107	101	110	99	109
40	O=C1c2ccccc2C(Cl)(c2ccc(Cl)cc2)c2ccc(Cl)cc21 (centres undefined)	96	83	91	80	99	109	90	100	108
41	CCOc1ccc(-c2[nH]ncc2-c2ccc(OC)cc2)c(O)c1	91	84	91	110	92	98	94	106	90
42	COC(c1ccccc1)(c1ccccc1)c1ccccc1	101	116	99	102	108	108	101	95	113
43	CCN(CC)CC(CN(CC)CC)OC(=O)Nc1ccccc1	104	114	111	105	106	103	107	103	80
44	CN(C(=O)c1ccc(C(C)(C)C)cc1)c1sc2c(c1C#N)CCC(=O)C2	63	-46*	5.3*	88	-35*	-70*	36	-29*	8.5*
45	CCCc1c(C(=O)NC2CCN(Cc3ccccc3)CC2)cnn1-c1ccccc1	90	85	94	98	94	103	101	105	96
46	CCOC(=O)C(/C=N/C(N)=S)=C(/O)c1ccccc1	92	108	100	109	107	109	103	99	105
47	CCc1ccc(CCN2C(=O)c3ccccc3C2=O)nc1	100	118	102	108	128	x	103	112	129
48	CCOC(=O)C(CCc1ccccn1)C(C)=O (centres undefined)	104	85	x	95	111	112	110	97	106
49	COc1cc(-n2cc(-c3ccc(S(C)(=O)=O)cc3)[nH]c2=O)cc(OC)c1OC	106	92	105	104	96	120	117	91	89
50	O=C1Nc2ccc(Br)cc2C1=N/C=c1\[nH]c(=O)/c(=C/c2ccccc2)s1	75	79	55	101	89	x	98	79	104
51	O=C1c2ccccc2C(=O)N1c1ncnc2nc[nH]c12	102	107	96	113	101	113	112	106	104
52	CCCCC/C=C\C/C=C\CCCCCCCCOc1ccccc1CCOP(=O)(O)OCC[N+](C)(C)C	102	96	111	92	107	116	104	105	87
53	COc1cc(NCC(O)CN(CC(C)C)CC(C)C)c2nc(C)ccc2c1 (centres undefined)	89	68	87	107	92	53	96	86	122
54	COC1OC2COC(c3ccccc3)OC2C(O)C1N (centres undefined)	107	99	101	x	106	106	116	97	101
55	COc1ccc(/C=C2\SCc3cc4ccc(OC)cc4[o+]c32)c(O)c1	93	99	108	99	104	112	118	101	102
56	CC(CN(C)C)CN1c2ccccc2Sc2ccccc21 (centres undefined)	112&112&132	87&116&81	101&109&96	65&84&73	81&85&79	91&99&114	93&94&95	87&86&89	80&89
57	CCOC(=O)c1c(NCc2ccccc2)sc2cc(O)ccc12	90	86	89	81	85	83	100	87	84
58	CCCSc1nc(NCCc2c[nH]c3ccccc23)c(C#N)c(-c2ccc(F)cc2)n1	32	61	65	83	50	85	14	81	83
59	COc1ccc(/C=C/C(=O)c2ccc3cc(OC)c(OC)cc3c2)cc1OC	x	32	11	56	11	16	41	52	30
60	N#Cc1cn(Cc2ccc(Cl)cc2Cl)c(C(=O)c2ccccc2)c1N	87	92	103	92	90	105	99	92	94
61	Cc1cccc(NC2=C(C#N)C(=O)NC3(CCCC3)S2)c1	97	16	100	112	100	116	107	100	103
62	COc1cc(CNC(=O)CCCC/C=C/C(C)C)ccc1C(=O)NN	101	96	103	103	107	109	112	103	99
63	S=c1[nH]n(-c2ccccc2)c(=S)s1	99	104	103	96	103	96	99	98	99
64	COC(=O)c1nn(-c2ccccc2)c2cnc3nc(-c4ccccc4)cc-3n12	97	99	103	98	100	115	96	93	103
65	CC1=C(C(=O)OC(C)C)C(c2ccc(O)cc2)NC(=S)N1 (centres undefined)	99	93	130	102	97	105	124	99	116
66	COc1cc(/C(=C2/O[C@@H]([C@H](O)CO)[C@H]3OC(C)(C)O[C@@H]23)c2cccc(N)c2)cc(OC)c1OC	97	x	104	114	101	108	117	96	87
67	COc1cc(-c2nn(-c3ccc(NC(=O)c4ccc(Cl)c(Cl)c4)cc3)cc2-c2ccncc2)ccc1Cl	88	x	31	101	72	68	48	78	82
68	CCN(CC)c1ccnc(CNCCSC(c2ccccc2)(c2ccccc2)c2ccc(C)cc2)c1	-73*	-80*	-90*	-10*	-84*	-88*	-80*	-79*	-71*
69	O=C1NC2NC(=NCCN3CCOCC3)NC2N1 (centres undefined)	100	90	110	102	101	106	104	104	100
70	CCCC1OC1(CC)C(=O)OCC(CC)(COC(=O)C1(CC)OC1CCC)COC(=O)C1(CC)OC1CCC (centres undefined)	82	79	96	90	92	96	102	101	97

Laid out differently: entries from further up
[62] COc1cc(CNC(=O)CCCC/C=C/C(C)C)ccc1C(=O)NN
  NCI-H226: 101
  NCI-H522: 96
  OVCAR-8: 103
  NCI-H322M: 103
  NCI/ADR-RES: 107
  OVCAR-3: 109
  NCI-H460: 112
  NCI-H23: 103
  OVCAR-5: 99
[64] COC(=O)c1nn(-c2ccccc2)c2cnc3nc(-c4ccccc4)cc-3n12
  NCI-H226: 97
  NCI-H522: 99
  OVCAR-8: 103
  NCI-H322M: 98
  NCI/ADR-RES: 100
  OVCAR-3: 115
  NCI-H460: 96
  NCI-H23: 93
  OVCAR-5: 103

Not a hit list. About 11% of those tested had a hit in this group.
